BL2 CD40 inh: CD40 pathway inhibition in BL2 cells; BL2 NF-kB luciferase reporter, CD40L-induced, 4 h; inhibition, % at 10 µM; hit rate 0.94% among 83,000; AID 1053188;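 active = mean inhibition of at least 50% with a set share of replicates also reaching that level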;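 note: 0% = neutral control wells and 100% = IKK inhibitor VII at 50 µM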
The depositor's hits bear a star; [ ] = dose if it differs, or a comment. The list is partial; the hit share may differ from the screen's.

SMILES | BL2 CD40 inh
CC(C)NC(=O)N1CCCCN2[C@H](C1)[C@@H](c1ccc(C#C[C@H](C)O)cc1)[C@@H]2CO | 11[25 µM]
O=C1CCc2cc(S(=O)(=O)NC(C(=O)N3CCN(c4ccccn4)CC3)c3ccccc3)ccc2N1 (configuration not stated) | 12
N#C[C@H]1[C@H](c2ccccc2-c2ccccc2F)[C@@H](CO)N1C(=O)Cc1ccccc1 | 13[25 µM]
CCCNC(=O)c1[nH]c(C)c(C(C)=O)c1C | 1
COc1ccccc1NC(=O)COc1ccc(Br)cc1CNC1CCCC1 | 5
CCC(CC)NC(=O)CO/N=C/c1ccccc1OC(F)F | 4
O=C(c1cccc(F)c1)N1CC(=O)N2[C@H](CO)[C@H](c3ccc(/C=C/c4ccccc4)cc3)[C@@H]2C1 | 9[25 µM]
CN(C)S(=O)(=O)c1ccc(Cl)c(NC(=O)COC(=O)/C=C/c2ccc3ccccc3n2)c1 | 1
c1ccc(-c2nn3c(Cn4nnc5ccccc54)nnc3s2)nc1 | 4
O=C(Nc1ccn(Cc2c(F)c(F)cc(F)c2F)n1)c1ccc(COc2ccccc2Cl)cc1 | -3
CN(C)S(=O)(=O)N1CCN(S(=O)(=O)c2ccc(F)cc2)CC1 | 11
COc1cc2c(cc1OC)C(Nn1cnnc1)=NC1(CCCC1)C2 | 17
CC(C)CCNC(=O)COc1cccc2c1OC(C)(C)C2 | 6
COc1ccccc1S(=O)(=O)Cc1ccc(C(=O)NC2CCCCCC2)o1 | 3
O=S(=O)(CC(CN1CCCCC1)N1CCCCC1)c1ccc2ccccc2c1 (configuration not stated) | 24
N#C[C@@H]1[C@H](c2ccc(C#Cc3ccc(F)cc3)cc2)[C@@H](CO)N1C(=O)C1CCCC1 | 87*
COc1ccccc1C#Cc1ccc([C@@H]2[C@@H](CO)N(C(=O)C3CCCC3)[C@H]2C#N)cc1 | -3
CSc1nnc2ccc(-c3cccs3)nn12 | -4
O=C(OCc1nnc(-c2ccccc2)o1)c1cc2ccccc2cc1O | -1
CCN(CC)C(=O)C1CCCN(C(=O)c2cc(COc3ccc4ncccc4c3)on2)C1 (configuration not stated) | 24
C=CCNc1nc(C(=O)OCC(=O)NCc2cccc(Cl)c2)cs1 | 4
CC1C=CC(C)C(C(=O)c2ccccc2)C1C(=O)c1ccccc1 (configuration not stated) | 31
Cc1c(C(=O)NC2CCCC2)oc2ccccc12 | -35
N#Cc1c(SCc2ccccc2)nc(N2CCOCC2)c2c1CCCC2 | 7
COc1ccc(C2C(=O)c3ccccc3C2=O)cc1 | -9
CC(=O)NC12CC3CC(C1)CC(C(=O)N1CCN(S(=O)(=O)c4cccc([N+](=O)[O-])c4)CC1)(C3)C2 | -1
O=C(CSc1nccn(-c2ccc(Br)cc2)c1=O)NC1CCCC1 | 11
CC(C)Cn1c2nc3ccccc3nc2c2c(=O)n(CCN3CCOCC3)cnc21 | 10
COC(=O)c1nc2ccc(N3CCOCC3)cc2c(C)c1C(=O)OC | -52
Cc1cc(N2CCN(c3ccccc3)CC2)nc(-c2ccccc2O)n1 | 4
O=S1c2ccccc2Oc2ccccc21 | 4
Cc1ccc(-c2nn(CC(=O)NCC3CCCO3)c(=O)c3ccccc23)cc1 (configuration not stated) | -1
COc1ccc(NS(=O)(=O)c2cc(NC(=O)c3ccccn3)ccc2OC)cc1Br | 5
O=S(=O)(NCc1ccc2c(c1)OCO2)c1cnc[nH]1 | 8
Cc1cccc(NC(=O)c2cc([N+](=O)[O-])ccc2N2CCCCC2)n1 | 6
C[C@@H]1CCCCO[C@@H](CN(C)C(=O)Cc2ccccc2)[C@H](C)CN([C@H](C)CO)C(=O)c2cc(NS(C)(=O)=O)ccc2O1 | -15[25 µM]
O=C(COc1ccccc1)N1CCN(S(=O)(=O)Cc2ccccc2)CC1 | 15
CC1(c2ccncc2)Nc2ccccc2-c2nc3ccccc3n21 (configuration not stated) | 1
CCn1cc(S(=O)(=O)NC2CCCCC2)cn1 | 8
Cc1ccc(S(=O)(=O)N2CCN(C(=O)CCCOc3cccc(C)c3)CC2)cc1 | 12

Three entries from above in another layout.
| BL2 CD40 inh | structure |
| --- | --- |
| 12 | Cc1ccc(S(=O)(=O)N2CCN(C(=O)CCCOc3cccc(C)c3)CC2)cc1 |
| 8 | CCn1cc(S(=O)(=O)NC2CCCCC2)cn1 |
| -1 | CC(=O)NC12CC3CC(C1)CC(C(=O)N1CCN(S(=O)(=O)c4cccc([N+](=O)[O-])c4)CC1)(C3)C2 |

Later entries.
SMILES | BL2 CD40 inh
COc1cc(C)cc2c1OC(c1ccccc1)CC2=O (configuration not stated) | -25
Cc1ccc(C(=O)NCC(=O)N2CCCC(C(F)(F)F)C2)s1 (configuration not stated) | -12
COc1ccc(C2NN=C(c3ccc(C)cc3)S2)cc1OC (configuration not stated) | -57
CCN1CCN(c2ccc(S(=O)(=O)N3CCOCC3)cc2NC(=O)c2ccc(C)c(C)c2)CC1 | 1
CSCCC(NS(=O)(=O)c1ccc(C)cc1)C(=O)N(C)CC(=O)Nc1ccccc1Br (configuration not stated) | 3
Cc1cc(CNCCN(C)C)c(C)n1-c1cc(S(=O)(=O)N2CCOCC2)ccc1N1CCCC1 | -1
O=C(C[C@H]1CC[C@H]2[C@@H](COC[C@H](O)CN2Cc2cc(F)ccc2F)O1)NCc1ccc(Oc2ccccc2)cc1 | 35[25 µM]
COc1ccc(C(C)=O)cc1COC(=O)[C@H](Cc1ccccc1)NC(=O)c1ccco1 | -4
O=C(c1cccnc1)N1CC[C@H]2[C@H](CO)Nc3ccc(-c4cccc(F)c4)cc3[C@H]21 | -32[25 µM]
Cc1ccc(S(=O)(=O)N2CCN(Cc3nc4ccccc4n3C)CC2)cc1 | -8
Cc1noc(C)c1NC(=O)Nc1ccc2c(c1)C(=O)N([C@H](C)CO)C[C@@H](C)[C@H](CN(C)Cc1ccc3c(c1)OCO3)OCCCC[C@@H](C)O2 | -12[25 µM]
Cc1ccccc1C(=O)N1CCC(C(=O)N2CCN(Cc3ccc4c(c3)OCO4)CC2)CC1 | -1
Cc1noc(C)c1NC(=O)N[C@H]1C=C[C@H](CC(=O)Nc2ccc(-c3ccccc3)cc2)O[C@H]1CO | -4[25 µM]
C[C@@H](NC(=O)C[C@H]1C=C[C@@H](NS(=O)(=O)c2cccc(F)c2)[C@@H](CO)O1)c1ccccc1 | -1[25 µM]
COc1ccccc1C(=O)C1CCCN(Cc2cccc3nccnc23)C1 (configuration not stated) | 18
C=C(C)c1cccc(C(C)(C)NC(=O)NCCCn2ccnc2)c1 | 15
O=C(Nc1ccc(C(=O)NC2CCCCC2)cc1)c1cncc(Br)c1 | -2
COc1cccc(CN(C)C(=O)CN2C(=O)NC3(CCCc4ccccc43)C2=O)c1 (configuration not stated) | 4
O=C(C1CCCN(S(=O)(=O)c2cccs2)C1)N1CCN(C2CCCCC2)CC1 (configuration not stated) | 9
Cc1noc(C)c1S(=O)(=O)Nc1ccc2c(c1)C(=O)N([C@H](C)CO)C[C@@H](C)[C@@H](CN(C)C(=O)Nc1cccc3ccccc13)OCCCC[C@@H](C)O2 | 46[25 µM]
Clc1ccc(C2=Nc3cc(Cl)ccc3OC2)cc1 | -113
Cc1ccc(S(=O)(=O)NCCSc2nncn2C)cc1 | 8
Cc1ccccc1-c1nc2cc(NC(=O)C3CC3)ccc2o1 | -80
C=C(C)CN(CC)C(=O)CC1C(=O)NCCN1C (configuration not stated) | 9
COc1ccc(NC(=O)Nc2ccc3c(c2)[C@H]2C[C@H](CC(=O)NC4CCCC4)O[C@H](CO)[C@H]2O3)cc1 | -5
Cc1cccc(NC(=O)Cn2c(=O)oc3ccccc32)n1 | -6
COc1ccc(NC(=O)CC(C)CC(=O)NCc2ccc(F)cc2)c(OC)c1 (configuration not stated) | 3
Cc1cnc(CN(C)C(=O)c2ccc3oc(Cc4ccccc4)nc3c2)[nH]1 | -18
COc1cc(/C=C2\CCC(C)C3=C(c4cc(OC)c(OC)c(OC)c4)C(C#N)=C(N)OC32)cc(OC)c1OC (configuration not stated) | 24
CO[C@H]1CN(C)C(=O)c2cc(NC(=O)NC3CCCCC3)ccc2OC[C@@H](C)NC[C@@H]1C | -7
COc1ccc(CCNC(=O)c2noc3c2CCCC3)cc1OC | -9
COC(=O)CCC(=O)Nc1ccc(NC(C)=O)cc1 | -4
COc1ccc(NC(=O)CSCC(=O)Nc2nnc(CC(C)C)s2)cc1 | -22
CN(CC(=O)Nc1ccc2c(c1)OCO2)S(=O)(=O)c1ccc2c(c1)CCC(=O)N2 | -2
CC1(C)CC(=O)c2sc(NS(C)(=O)=O)nc2C1 | 6
CCOC(=O)NC(CC(=O)O)c1ccc(OCC)cc1 (configuration not stated) | 11
C[C@@H]1CN([C@H](C)CO)C(=O)c2c(c3ccccc3n2C)-c2ccccc2CO[C@H]1CN(C)C(=O)[C@@H]1CCCN1C | 1[25 µM]
COc1cccc(-c2ccc([C@H]3[C@@H](CO)N4CCCCN(CC5CC5)C[C@H]34)cc2)c1 | -14[25 µM]
COc1ccccc1-c1ccc([C@@H]2[C@@H](CO)N(CC3CC3)C23CN(S(C)(=O)=O)C3)cc1 | -11[25 µM]
O=C(C[C@@H]1C[C@@H]2c3cc(NC(=O)c4ccc5c(c4)OCO5)ccc3O[C@@H]2[C@H](CO)O1)NC1CCCC1 | 1
Cc1c([N+](=O)[O-])cc(S(=O)(=O)Nc2ccncc2)cc1[N+](=O)[O-] | 4
C/C(=N\NC(=O)c1ccco1)c1cc(Cl)sc1Cl | -59
O=C(NCc1ccccc1)C1CCN(c2nc(-c3ccccc3)nc3c2CCC3)CC1 | 19
COc1cc(C(C)=NNC(=O)c2ccncc2)ccc1O | 3
Cc1ccc(OCCOC(=O)Cn2nc(C)c([N+](=O)[O-])c2C)cc1 | 12
CCSc1nnc2c(Cl)cc(Cl)cn12 | 11
COc1cccc(Cn2c(OCC3CCCO3)nc3c2c(=O)n(C)c(=O)n3C)c1 (configuration not stated) | -3
COc1ccc(CCN=C2SCC(=O)N2C)cc1OC | 6
Cc1cc(C)nc(NS(=O)(=O)c2ccc(NC(=O)c3ccc4c(c3)OCO4)cc2)n1 | 9
O=C(Nc1ccc2snnc2c1)N1CCCCC1 | -21
Cn1nc(CC(=O)NCc2ccc(F)cc2)c2ccccc2c1=O | 30
O=C(CCCc1ccccc1)NCCN1CCOCC1 | 16
CN1C(=O)c2cc(NC(=O)c3cnccn3)ccc2OC[C@@H]2O[C@H](CC(=O)N[C@@H]3CCN(Cc4ccccc4)C3)CC[C@H]21 | -22[25 µM]
CN1CCN(c2nc3c(c(=O)n(C)c(=O)n3C)n2Cc2ccccc2)CC1 | 4
CC(=O)c1cccc(S(=O)(=O)N(C)C2CCN(C)CC2)c1 | 2
CCCCCCCCNC(=O)C(Cc1ccc(OCc2ccncc2)cc1)NC(=O)C1CCC(CN)CC1 (configuration not stated) | 8[25 µM]
O=c1[nH]c2cc([N+](=O)[O-])c([N+](=O)[O-])cc2[nH]c1=O | 10[25 µM]
O=C(NCc1ccccc1)c1cnsn1 | 9
COc1cccc(C#Cc2ccc3c(c2)O[C@@H](CN(C)C(=O)CN2CCOCC2)[C@@H](C)CN([C@H](C)CO)S3(=O)=O)c1 | -12[25 µM]
N#C[C@H]1[C@@H](c2ccc(C#Cc3ccc(F)cc3)cc2)[C@H](CO)N1C(=O)C1CC1 | 0

Part of the list above in a different format.
Compound,BL2 CD40 inh
CCN(CC)C(=O)C1CCCN(C(=O)c2cc(COc3ccc4ncccc4c3)on2)C1 (configuration not stated),24
C=CCNc1nc(C(=O)OCC(=O)NCc2cccc(Cl)c2)cs1,4
CC1C=CC(C)C(C(=O)c2ccccc2)C1C(=O)c1ccccc1 (configuration not stated),31
Cc1c(C(=O)NC2CCCC2)oc2ccccc12,-35
N#Cc1c(SCc2ccccc2)nc(N2CCOCC2)c2c1CCCC2,7
COc1ccc(C2C(=O)c3ccccc3C2=O)cc1,-9
CC(=O)NC12CC3CC(C1)CC(C(=O)N1CCN(S(=O)(=O)c4cccc([N+](=O)[O-])c4)CC1)(C3)C2,-1

Next section
SMILES | BL2 CD40 inh
CCOc1ccc(NC(=O)CN(C)C(=O)c2sccc2-c2ccccc2)cc1OCC | 8
CCc1oc2ccccc2c1C(=O)CCN1CCCCC1 | 8
CCN(Cc1ccccc1)C(=O)Cc1ccc(OC)c(S(=O)(=O)N2CCOCC2)c1 | 7
Cc1nc(-c2cccs2)sc1C(=O)NN | 1
C[C@H](CO)N1C[C@H](C)[C@H](CN(C)C(=O)[C@H](C)c2ccccc2)OCc2ccccc2-c2ccccc2C1=O | -1
COc1ccccc1C(C)NC(=O)CN(C)CC(=O)Nc1c(C)cccc1C (configuration not stated) | 5
COc1ccc2c(CC(=O)NCC3CCC(C(=O)O)CC3)cc(=O)oc2c1 (configuration not stated) | -23
c1ccc2c(c1)CCc1ccccc1C2=C1CCNCC1 | -2
Cc1ccc(OCC(=O)OCC(=O)NC2CCS(=O)(=O)C2)cc1C (configuration not stated) | 7
Cc1cc(NC(=O)CCCn2nc([N+](=O)[O-])c(Cl)c2C)no1 | 2
COc1ccc2cc(C(=O)C3CCCN(Cc4ccccn4)C3)ccc2c1 (configuration not stated) | -36
O=C(CCc1nnc(-c2ccccc2)o1)NCC1CCN(C2CCCC2)CC1 | 1
Cc1cccc(OCCCCc2c(C)n[nH]c2C)c1 | 11
O=C(NCc1ccco1)c1cccc(S(=O)(=O)N2CCN(Cc3ccccc3)CC2)c1 | 8
O=C(CCn1cnnn1)NC1CCCN(Cc2ccccc2F)C1 (configuration not stated) | 10
CCOC(=O)c1[nH]c2ccc(OC)cc2c1N=CN(C)C | -5
c1ccc(-c2nnc3n2N=C(c2ccc4c(c2)OCO4)CS3)nc1 | 6
Cc1nc2c(C)cccn2c(=O)c1NC(=O)c1ccc(Br)o1 | -14
Cc1ccc(-c2nc(C=Nc3cccc(C)c3)c(O)o2)cc1 | -10
CCN1CCN(c2ccc(S(=O)(=O)N3CCOCC3)cc2NC(=O)CCC(C)C)CC1 | 4

Structures listed above marked active in BL2 CD40 inh.
SMILES | BL2 CD40 inh
N#C[C@@H]1[C@H](c2ccc(C#Cc3ccc(F)cc3)cc2)[C@@H](CO)N1C(=O)C1CCCC1 | 87*

Screens as filed in PubChem.
